# Growth percent in the NCI-60 one-dose screen (48 h, 10 µM unless noted): 100 = growth as untreated, 0 = no growth, -100 = all killed.
# UACC-62: UACC-62 melanoma. actives 5.4% (n = 81,000)
# SK-MEL-2: SK-MEL-2 melanoma; actives 4.7% (n = 77,000)
# SK-MEL-5: SK-MEL-5 melanoma; AID 1794755; actives 6.4% (n = 80,000)
# SK-MEL-28: SK-MEL-28 melanoma. actives 4.1% (n = 81,000). AID 1794761
# MDA-MB-435: MDA-MB-435 melanoma; actives 7.8% (n = 82,000)
# MALME-3M: MALME-3M melanoma | actives 5.8% (n = 78,000)
# M14: M14 melanoma; actives 6.2% (n = 80,000); AID 1794745
# UACC-257: UACC-257 melanoma | actives 4.4% (n = 78,000)
# * = called active by the depositor; / = no result given. The calls were made as follows: active = growth percent below 10; inactive = the rest.
mol	UACC-62	SK-MEL-2	SK-MEL-5	SK-MEL-28	MDA-MB-435	MALME-3M	M14	UACC-257
COc1ccc(NC(=O)C2=C(C)NC(=S)NC2c2cc(OC)c(OC)c(OC)c2)cc1 (centres undefined)	99	104	101	104	102	101	103	99
CCC(O)CC(CC)CO (centres undefined)	112	134	106	101	114	128	102	110
COc1cc(NC(=O)c2cccc(-c3cc(=O)c4c(OC)c(OC)c(OC)cc4o3)c2)cc(OC)c1OC	50	42	8.3*	64	6.4*	56	/	53
c1ccc2c3c(ccc2c1)C[C@H]1C[C@@H](c2ccoc2)N3O1	109	/	102	108	107	90	102	96
CSc1nc(N)cc(Cl)n1	96	99	103	120	107	93	94	75
CC(C)(C)N1Oc2cnccc2C1c1ccccc1 (centres undefined)	106	105	107	116	99	108	99	101
NC(N)=N/N=C/c1ccccc1	101	/	102	100	94	102	103	94
O=C1c2ccccc2C(=O)N1CBr	102	105	97	105	106	115	100	97
CC1=C(c2cc(-c3ccc(Cl)cc3)c(C#N)c(N)n2)C(c2ccccc2)NC(=S)N1 (centres undefined)	63	99	58	58	25	5.0*	50	78
COc1cc(/C=N/c2oc(-c3ccccc3)c(-c3ccccc3)c2C#N)cc(CN2CCN(C)CC2)c1O	93	109	100	108	106	105	104	108
Cc1ccc(S(=O)(=O)NCCCc2ccccc2)cc1	103	/	109	125	115	120	102	79
COc1ccc2c(c1)O/C(=C/c1ccc(OCC(=O)c3ccccc3)cc1)C2=O	96	108	125	132	87	96	99	125
COc1ccc(Nc2nnc(-c3csc(N)n3)s2)cc1	109	107	106	113	105	98	95	112
CN1CCc2c(sc3nc(-c4cccc(Cl)c4Cl)[nH]c(=O)c23)C1	87	106	97	97	84	84	110	97
CCN(CC)C(=O)O/N=C/c1ccccc1	97	111	94	98	103	128	89	89
COc1cc(NC(C)CCCNC(C)C)c2ncccc2c1OC (centres undefined)	85	91	98	108	108	105	97	107
Nc1n[nH]c2cccc(C#Cc3cccc(C(=O)Nc4cc(C(F)(F)F)cc(C(F)(F)F)c4)c3)c12	50	72	73	62	48	53	34	72
CC[C@H](CC[C@@H](C)[C@H]1CC[C@H]2[C@@H]3/C(=C/c4cccnc4)C(=O)C4=CC(=O)CC[C@]4(C)[C@H]3CC[C@]12C)C(C)C	77	103	80	76	100	98	88	88
CC1CCCC(C)N1CCOc1cc([N+](=O)[O-])ccc1C#N (centres undefined)	94	102	101	108	120	94	100	105
C/C(=N\O)[C@@H]1CC[C@]2(C(N)=O)CC[C@]3(C)[C@H](CC[C@@H]4[C@@]5(C)CC/C(=N/O)C(C)(C)[C@@H]5CC[C@]43C)[C@@H]12	76	96	85	96	91	96	95	78

# Continued.
mol	UACC-62	SK-MEL-2	SK-MEL-5	SK-MEL-28	MDA-MB-435	MALME-3M	M14	UACC-257
O=C1C=CC(=O)N1c1ccccn1	95	109	111	115	116	124	105	105
CSc1nnc(-c2cnn3c2NC(c2ccccc2)C3)n1-c1ccccc1F (centres undefined)	73	103	92	101	93	100	104	93
C=CCOC(=O)C(O)C=C (centres undefined)	100	110	102	101	93	114	105	99
COc1ccc(-c2nn(-c3cccc(Cl)c3)cc2/C=C2\C(=N)N(c3ccccc3)N=C2N)cc1	-3.3*	69	35	33	31	29	5.5*	58
CN/C=C/C(=O)c1nnn(-c2ccc(Cl)cc2)c1C	95	107	99	100	99	94	99	92
CC/C=C\C[C@H](O)C/C=C1/C(=O)C=C[C@@H]1C/C=C\CCCC(=O)OC(C)C	-42*	-21*	-95*	-41*	2.2*	-56*	-31*	-51*
Cc1ccc(NC(=O)CSc2nc3ccccc3c(=O)n2CCc2ccc(S(N)(=O)=O)cc2)cc1	76	75	74	71	93	21	98	103
CC(=O)OCCC[n+]1ccc(SCC(=O)n2ccc3ccccc32)c2ccccc21	95	105	99	110	110	103	100	100
CN(C)c1nc2c(=O)[nH]c(N)nc2n1[C@@H]1O[C@H](CO)[C@@H](O)[C@H]1O	98	99	96	105	106	93	109	96
Fc1ccc2c(CN3CCO[C@H](COc4cccc(F)n4)C3)c[nH]c2c1	88	102	98	/	103	105	102	106
CCCCCC1CC1/C=C(\F)C(=O)OCC (centres undefined)	104	110	101	119	111	101	103	112
O=[N+]([O-])c1cccc(C2Nc3nc4ccccc4nc3-c3c2sc2c(F)cccc32)c1 (centres undefined)	87	100	90	110	106	100	94	103
N#C/C(=C\c1ccc(-c2ccc(F)cc2)o1)c1nc(-c2ccco2)cs1	87	108	93	114	102	98	102	106
CC(C)(C)NC(=O)NCc1cccnc1	104	108	106	106	94	110	112	103
C=CCC(OC(C)=O)c1ccc(C(C)C)cc1 (centres undefined)	105	/	117	120	124	124	114	105
COc1ccc(NCc2ccc(CO)n2Cc2ccccc2)cc1	72	104	94	111	101	103	101	105
COc1ccc(Cl)cc1/C=C/C=N/NC(=O)c1ccncc1	101	115	95	105	101	109	104	103
O=c1oc2ccc(Br)cc2cc1C1=CNc2ccccc2N=C1	85	107	95	103	99	84	89	90
CCCCCCCCCC(=O)NO	99	111	102	109	98	109	99	97
COc1ccc2cc(C(=O)/C=C/N3CCOCC3)ccc2c1	80	83	99	92	82	75	/	98

# Overlap with the part before: 2 entries, then new ones.
mol	UACC-62	SK-MEL-2	SK-MEL-5	SK-MEL-28	MDA-MB-435	MALME-3M	M14	UACC-257
CCCCCCCCCC(=O)NO	99	111	102	109	98	109	99	97
COc1ccc2cc(C(=O)/C=C/N3CCOCC3)ccc2c1	80	83	99	92	82	75	/	98
OCCN1CCCCC1	107	99	100	113	99	92	98	106
CC[C@]12CC(C(=O)OC)=C3Nc4ccccc4[C@@]34CCN(C14)[C@@H]1c3cc4c(cc3O[C@@H]1[C@H]2O)NC1=C(C(=O)OC)C[C@@]2(CC)C3N(CC[C@@]143)C[C@H]1O[C@H]12 (some centres undefined)	8.9*	41	-76*	21	-11*	5.7*	18	25
COc1cc(/C=C2\CCCC3=C2N=C2SC(C)=CN2C3c2cc(OC)c(OC)c(OC)c2)cc(OC)c1OC (centres undefined)	/	-20*	-72*	-52*	2.0*	4.8*	2.5*	-27*
CC(=O)N1N=C(c2ccc(C)cc2)CC1c1ccc(C)s1 (centres undefined)	90	/	110	112	91	/	110	114
O=C(/C=C/C=C/c1csc(Br)n1)NO	85	109	96	102	93	85	95	80
COc1ccc(Cn2nc(-c3ccccc3)c3c2CCc2cnoc2-3)cc1OC	56	109	72	83	80	102	87	103
O=C1CC(=O)N(C(=O)c2nn(-c3ccc(Cl)cc3)cc2O)N1	36	53	47	136	48	/	48	66
Cc1ccccc1-[n+]1noc(N)n1	84	96	92	115	89	76	102	109
COc1cc2c(c(OC)c1OC)C(=O)CC(c1cccc(NC(=O)c3cc([N+](=O)[O-])ccc3C)c1)O2 (centres undefined)	38	55	29	51	18	55	50	61
O=C(O)c1ccc(I)cc1C(=O)O	102	100	104	111	114	101	100	94
CNc1ccccc1[N+](=O)[O-]	113	96	111	107	111	97	95	96
COc1ccc(C/C(N)=N\O)cc1	103	111	/	101	103	95	102	101
COc1ccc(CC(=O)c2ccc(O)cc2O)cc1	120	/	103	139	115	128	103	119
Nc1nnc(-c2nonc2N)o1	102	117	102	122	109	108	/	100
CCCSc1nc2c(c(=O)n(C)c(=O)n2C)n1C	103	143	107	116	110	112	105	129
COc1ccc(C(Cc2ccccc2)NC(C)CO)cc1 (centres undefined)	99	102	103	103	101	85	87	99
N#CCCC1(CCC#N)c2ccccc2-c2ccccc21	84	140	95	99	103	93	86	102
O=C(C[n+]1cc2ccccc2c2ccccc21)C(F)(F)F	96	124	107	118	114	113	110	115
CC1CN(c2oc(-c3ccccc3)nc2C#N)CC(C)O1 (centres undefined)	97	102	93	104	103	102	99	103
CC(C)(C)CC(C)(C)[N+](=O)[O-]	98	103	97	116	96	99	98	102

# Filtered by structure, the entries above containing a furan ring, fused or not (3)
mol	UACC-62	SK-MEL-2	SK-MEL-5	SK-MEL-28	MDA-MB-435	MALME-3M	M14	UACC-257
c1ccc2c3c(ccc2c1)C[C@H]1C[C@@H](c2ccoc2)N3O1	109	/	102	108	107	90	102	96
COc1cc(/C=N/c2oc(-c3ccccc3)c(-c3ccccc3)c2C#N)cc(CN2CCN(C)CC2)c1O	93	109	100	108	106	105	104	108
N#C/C(=C\c1ccc(-c2ccc(F)cc2)o1)c1nc(-c2ccco2)cs1	87	108	93	114	102	98	102	106

# Further entries:
mol	UACC-62	SK-MEL-2	SK-MEL-5	SK-MEL-28	MDA-MB-435	MALME-3M	M14	UACC-257
CCOC(=O)c1nnc(SC)nc1SC	104	114	130	85	95	117	117	94
CC(=O)N(Cc1ccccc1)C(CC(=O)NCc1ccccc1)C(=O)O (centres undefined)	100	101	108	107	126	133	99	91
c1ccc2c(-c3c4ccsc4cc4[nH]c5ccccc5c34)c[nH]c2c1	45	24	32	49	1.9*	47	8.8*	67
N#CCCOC1C(OCCC#N)C(OCCC#N)C(OCCC#N)C(OCCC#N)C1OCCC#N (centres undefined)	117	94	109	115	112	/	99	109
CC1(C)C(C#N)(C#N)C1(C#N)C#N	99	105	103	113	102	99	120	96
Cn1c(=O)c(C#N)c(-c2ccccc2)n2c(S(C)(=O)=O)nnc12	112	107	96	111	123	99	107	78
CCc1c(Nc2ccc(Cl)c(Cl)c2)[nH]c(N)nc1=S	49	75	69	93	77	78	91	79
CCCCCCCSc1nc(N)nc2nc[nH]c12	110	90	98	116	96	112	98	107
C/C=C(\C)C(=O)O[C@@H]1C2C=C3C4CC(=O)O[C@@H](c5ccoc5)[C@]4(C)CC[C@@H]3[C@@](C)(C2=O)[C@@H]([C@@H](OC(C)=O)C(=O)OC)C1(C)C (some centres undefined)	85	95	97	103	121	112	98	89
C=C(C)[C@@H]1CC[C@]2(C)[C@H](CC=C3[C@@H]4CC(C)(C)CC[C@]4(C(=O)N4CCOCC4)CC[C@]32C)[C@@]1(C)CCCN	-94*	-92*	-97*	-97*	-100*	-94*	-80*	-92*
NC(=O)c1c2c(c3cccnn13)C(=O)c1ccccc1C2=O	89	95	88	104	111	122	111	97
CCCNCC(=O)Nc1ccc(C(=O)OC(C)(C)CC)cc1	96	96	98	112	113	91	97	105
CC(=O)NS(=O)(=O)c1cc(N)ccc1S(=O)(=O)c1ccc(N)cc1	99	108	106	105	108	108	98	92
COc1cc(-c2c(-c3ccccc3)c[nH]c2C(=O)NCCO)c(OC)c2c1OCO2	94	113	100	109	106	103	99	104
C/C(CCC(=O)O)=N\Nc1nc2ccccc2s1	106	95	102	107	110	100	101	118
COc1ccc(N=Nc2cc(OC)c(OC)c(OC)c2)cc1	/	74	80	92	68	78	74	85
CC(O)C(C)(C)S(=O)(=O)CCCc1ccccc1 (centres undefined)	99	108	104	110	106	/	111	100
N#Cc1c(Oc2ccc([N+](=O)[O-])cc2)nc2sc3cc(Cl)ccc3n2c1=N	79	85	58	84	111	-11*	78	58
COc1ccc2nc(-c3nonc3-n3cccc3)[nH]c2c1	116	107	100	106	101	113	104	104
CN1CCN(Cc2ccc(NC(=O)c3cncc(C#Cc4cnc5ccc(O[C@@H]6CCOC6)nn45)c3)cc2C(F)(F)F)CC1	-76*	-78*	-97*	-82*	-98*	-90*	-86*	-75*

# Look-ups from the results shown.
# Entry of `O=C1c2ccccc2C(=O)N1CBr` in MDA-MB-435: 106
# Entry of `CN1CCc2c(sc3nc(-c4cccc(Cl)c4Cl)[nH]c(=O)c23)C1` in SK-MEL-2: 106

# More entries
mol	UACC-62	SK-MEL-2	SK-MEL-5	SK-MEL-28	MDA-MB-435	MALME-3M	M14	UACC-257
Cc1nc(Nc2cccc(NC(=O)Nc3ccccc3)c2)c2ccccc2n1	94	110	/	114	107	103	/	107
COC1=C[C@]23CCCN2CCc2cc4c(cc2[C@@H]3[C@@H]1OC(=O)[C@H](C)O)OCO4	93	102	102	106	94	95	99	101
CCOC(=O)C1CN(CC)C(=O)C1=O (centres undefined)	97	110	106	113	109	102	97	106
COc1cc(N=Nc2ccc(C)cc2S(N)(=O)=O)c(C)cc1N	74	96	80	116	101	101	87	89
CCC(C)C(NC(=O)OC(C)(C)C)C(=O)OCc1c2c(c(OC)c3c1OCO3)C(C1OC(=O)c3c1ccc(OC)c3OC)N(C)CC2 (centres undefined)	85	114	101	105	102	99	101	105
O=[N+]([O-])c1ccc(-c2cs/c(=N/N=C\c3ccc(Br)cc3)n2/N=C/c2ccc(Br)cc2)cc1	98	86	105	105	112	105	/	81
COc1ccc(OC)c(Nc2nc(-c3c(C)nc4sccn34)cs2)c1	80	/	19	101	66	89	79	81
COc1cc(CNC(=O)/C=C/c2ccc3c(c2)OCO3)ccc1OCc1cn(-c2cccc([N+](=O)[O-])c2)nn1	77	97	90	96	97	71	89	84
CC(=O)C1C(C)=NN2C(c3ccccc3)=CC(C)=C(C#N)C12 (centres undefined)	94	111	103	109	107	99	99	104
O=C1C(c2ccccc2)=C(c2c[nH]c3ccccc23)C(=O)N1O	86	88	101	107	105	92	95	98
Clc1ccc(N(CC2CO2)CC2CO2)cc1 (centres undefined)	88	96	104	109	99	112	90	98
